OXTR agonist: activates the human oxytocin receptor; hit rate 0.32% among 320,000; P30559; CHO-OTR cells, Fluo-8 calcium fluorescence; normalized: DMSO 0%, oxytocin 100%; AID 2435; activation, % at 3 µM;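 active means activation above the mean of all tested compounds plus 3 SD, cutoff set per screening run, cut at about 20% in these data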;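 further: peak over basal fluorescence ratio from a 100 s FLIPR kinetic read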
Target sequence (P30559 whole entry, looked up): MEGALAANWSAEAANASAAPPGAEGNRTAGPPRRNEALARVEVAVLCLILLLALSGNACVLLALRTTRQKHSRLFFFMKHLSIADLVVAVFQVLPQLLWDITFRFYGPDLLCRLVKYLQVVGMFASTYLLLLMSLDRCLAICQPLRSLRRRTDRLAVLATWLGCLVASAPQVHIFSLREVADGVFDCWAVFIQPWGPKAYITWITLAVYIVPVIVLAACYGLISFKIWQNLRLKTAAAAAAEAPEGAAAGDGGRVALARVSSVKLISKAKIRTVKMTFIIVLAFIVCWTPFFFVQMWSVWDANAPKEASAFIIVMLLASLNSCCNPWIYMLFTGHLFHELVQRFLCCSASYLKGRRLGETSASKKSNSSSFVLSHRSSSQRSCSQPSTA
MEKK2 WT-MEK5: raises or lowers MEK5 binding to wildtype human MEKK2 PB1 domain | Q9Y2U5 | binding response (% of control), % at 10 µM | bead flow cytometry, Alexa488-MEK5 binding to MEKK2 WT; actives lie on both sides | AID 1531 | hit rate 1.1% among 290,000; in the data active means binding response below about 67% or above about 130%
PfM18AAP inh: blocks P. falciparum M18 aspartyl aminopeptidase | recombinant PfM18AAP, H-Glu-NHMec fluorogenic cleavage | inhibition, % at 7.35 µM | hit rate 1.2% among 290,000;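 active means inhibition above the campaign mean inhibition over all tested compounds plus 3 SD, cut at about 28% in these data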;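 further: 0% = plate median of test compound wells and 100% = 2 mM ZnCl2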
NALP1 inh: blocks the NALP1 inflammasome reconstituted in yeast; inhibition, % at 10 µM; S. cerevisiae NALP1/ASC/caspase-1 growth, X-gal OD620, 72 h; AID 2071; hit rate 0.61% among 280,000; in the data active means inhibition mostly above about 24%, no sharp cut-off; inactive means mostly below about 32%; further: some compounds called inactive have numbers as strong as hits
MEKK3 PB1 HTS: modulators (inhibitors or enhancers) of MEK5 binding to human MEKK3 PB1 domain | bead-based flow cytometry, Alexa488-MEK5 binding to MEKK3; actives lie on both sides; 0 = blocked by unlabeled MEK5, 100 = vehicle | Q99759 | hit rate 1.4% among 290,000 | binding response (% of control), % at 10 µM;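 active means binding response more than 3 SD above or below the average of its plate-row segment, actives on both sides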;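 further: Alexa488 bead fluorescence after subtracting the streptavidin-only scavenger bead signal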
PHOSPHO1 inh: PHOSPHO1 (human) inhibition. AID 1565. Q8TCT1. hit rate 1.1% among 290,000. recombinant PHOSPHO1, absorbance phosphatase assay. inhibition, % at 13.3 µM; in the data active means inhibition above about 60%
Target sequence (Q8TCT1 whole entry, looked up): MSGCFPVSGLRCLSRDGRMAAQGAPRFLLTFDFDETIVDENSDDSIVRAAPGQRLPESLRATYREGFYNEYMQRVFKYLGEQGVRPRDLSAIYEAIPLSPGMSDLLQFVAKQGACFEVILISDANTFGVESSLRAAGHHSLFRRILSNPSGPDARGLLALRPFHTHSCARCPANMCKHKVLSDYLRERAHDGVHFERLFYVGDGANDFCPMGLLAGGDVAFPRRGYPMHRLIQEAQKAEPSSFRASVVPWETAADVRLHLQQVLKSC
MEKK2 mut-MEK5: signal of MEK5 binding to mutant human MEKK2 PB1 domain | bead flow cytometry, Alexa488-MEK5 binding to MEKK2 mutant | percent response, % at 10 µM | hit rate 0.35% among 290,000; in the data active means percent response above about 24%, passing the limit was not always enough; further: inactives centre near 1; some results filed as inactive read as strong as hits; reference of the scale not given here
GPR7 antagonist: blocks human GPR7 receptor signaling. P48145. GPR7-expressing cells, fluorescence antagonist assay. inhibition, % at 4.4 µM. hit rate 1.1% among 290,000. AID 1861; in the data active means inhibition above about 16%, passing the limit was not always enough;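 further: cells stimulated with the agonist NPW; 0% = agonist with vehicle and 100% = vehicle without agonist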
Target sequence (P48145 whole entry, looked up): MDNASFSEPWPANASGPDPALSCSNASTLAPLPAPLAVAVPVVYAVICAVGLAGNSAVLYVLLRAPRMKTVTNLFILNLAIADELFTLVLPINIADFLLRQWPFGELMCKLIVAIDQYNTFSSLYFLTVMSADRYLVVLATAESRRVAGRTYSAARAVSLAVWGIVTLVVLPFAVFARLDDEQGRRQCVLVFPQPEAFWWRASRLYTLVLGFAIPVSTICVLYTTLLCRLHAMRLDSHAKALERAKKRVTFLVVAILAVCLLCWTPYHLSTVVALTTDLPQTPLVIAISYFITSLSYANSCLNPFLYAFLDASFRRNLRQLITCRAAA
DNA FID counter: displaces DNA intercalator in HCV helicase counter-screen. DNA fluorescent intercalator displacement, fluorescence. inhibition, % at 7.9 µM. hit rate 0.17% among 290,000; in the data active means inhibition above about 37%;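 further: 0% = vehicle and 100% = reference compound; higher means more ethidium bromide displaced from hairpin DNA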
* hit, by the source's call; nt = not tested or not shown; & = joins results of further samples. Hits appear at their usual frequency. Share with any hit: about 6.2%.

SMILES	OXTR agonist	MEKK2 WT-MEK5	PfM18AAP inh	NALP1 inh	MEKK3 PB1 HTS	PHOSPHO1 inh	MEKK2 mut-MEK5	GPR7 antagonist	DNA FID counter
CCN(CC)CCCNC(=O)c1cc2c(Cl)nc3ccccc3c2s1	0.1	152*	5	19	105	-38	54*	-12	35
O=S(=O)(/N=C/c1c(O)ccc2ccccc12)c1ccccc1	-0.1	102	-1	-6	103	-18	6	-9	1
O=C(CCCC(=O)N1CCN(c2ccc([N+](=O)[O-])cc2)CC1)c1ccccc1	4.1	97	-3	42	100	3	-1	6	-13
COC(=O)c1ccccc1NC(=O)Cn1cnc([N+](=O)[O-])c1	0.6	106	0	13	104	34	1	-11	-2
O=C(NC(=S)N1CCc2ccccc21)c1ccco1	-0.2	98	8	-22	103	-19	-4	-1	1
Clc1ccc(-c2nnc(COc3ncnc4sccc34)o2)cc1	0.4	92	4	nt	94	-1	-2	3	-9
CC(C)(C)NC(=O)CN(C(=O)CSc1nnc(COc2ccccc2)o1)c1cccc(F)c1	3.7	96	-18	10	103	12	1	5	-16
CN(Cc1cnccn1)C(=O)c1cc(COc2cccc(C(F)(F)F)c2)on1	nt	95	2	-7	95	nt	-7	0	-20
CCc1ncc(C)nc1CC	1.4	93	nt	13	96	27	2	nt	nt
CSc1ccc(S(=O)(=O)NCCCn2ccnc2)cc1	0.4	112	0	-29	106	nt	17	0	0
Cn1c(SCC(=O)NC2CCCCC2)nnc1-c1ccccc1O	0.4	106	4	15	102	17	6	-6	-12
C=CCN1C(c2ccc(Br)cc2)=CS/C1=C(/C#N)c1nnc(N2CCOCC2)n1-c1ccccc1	-2.3	92	3	13	94	0	-2	-6	-13
COc1ccc(/C=N/N2CCN(c3ccc(Cl)cc3)CC2)cc1	0.9	106	2	13	103	30	5	-9	-3
CCc1sc(C(=O)NC(C)C2CCCO2)cc1Br (stereo not given)	-1.0	110	-8	16	105	19	7	-9	-16
COc1ccc(N2CCN(CC(O)COCc3ccccc3)CC2)cc1 (stereo not given)	0.9	99	2	22	102	8	-2	2	8
O=C(NC1CCCc2ccccc21)c1ccc(=O)[nH]c1 (stereo not given)	-1.1	104	-3	-3	102	37	3	5	2
CCCCn1c(-c2ccc(F)c(F)c2)nc2cc3[nH]c(=O)c(C(C)C)nc3cc21	-2.2	86	12	18	101	-13	4	-34	-36
CCCc1cc(=O)n2nc(N3CCC(C(=O)Nc4c(F)c(F)c(F)c(F)c4F)CC3)sc2n1	0.1	101	2	-7	101	26	3	-2	-28
CCn1c2ccccc2c2cc(C3C(C#N)=C(N)Oc4n[nH]c(COC)c43)ccc21 (stereo not given)	0.2	nt	4	11	nt	-36	nt	2	-36
Oc1c(N=Nc2ccccc2)sc2ccccc12	3.2	101	0	-2	98	36	2	-6	8
NS(=O)(=O)c1ccc(CNC(=O)c2cc(=O)c3cc(Cl)ccc3o2)cc1	-0.5	106	0	-4	105	53	8	3	-4
O=C(NCCc1ccccc1)C1CCCN(S(=O)(=O)c2cccnc2)C1 (stereo not given)	0.5	107	-1	-4	102	13	1	0	-2
COc1ccccc1Nc1ccc(C(=O)NCc2cccs2)cn1	-2.3	93	0	-8	102	41	-10	6	-13
Cc1nc2ccccc2c(=O)n1CCc1ccc(O)cc1	3.2	107	2	11	108	46	10	-10	-9
COc1ccc(C2/C=C\CN(C(=O)Nc3ccc(C(F)(F)F)cc3)CC(=O)N2Cc2ccc(F)cc2)cc1 (stereo not given)	7.7	89	nt	5	96	13	-6	nt	nt
Going on with the list.
SMILES	OXTR agonist	MEKK2 WT-MEK5	PfM18AAP inh	NALP1 inh	MEKK3 PB1 HTS	PHOSPHO1 inh	MEKK2 mut-MEK5	GPR7 antagonist	DNA FID counter
CC1CC(C)(C)NC(=S)N1CC(=O)NCc1ccc2c(c1)OCO2 (stereo not given)	0.6	103	-14	28	107	20	5	0	1
COCCCn1c(SCC(=O)OC2CCCCC2)nnc1-c1ccco1	-0.2	95	1	8	99	32	-2	-2	-22
Cc1ccccc1N(C)S(=O)(=O)c1nnc(NC(=O)c2ccccc2F)s1	2.4	97	6	8	97	64*	5	1	-33
Cc1cc(C)c(S(=O)(=O)n2nc(C)c(Br)c2C)c(C)c1	-0.8	96	-4	24	95	10	-1	-9	2
CN(C)c1ccc(C(=O)Nc2cc(C(F)(F)F)ccc2-n2cncn2)cc1	-1.2	111	5	nt	109	-9	11	1	-3
COCCNC(=O)CSc1cc(-c2ccccc2)c2ccc(OC)cc2n1	-0.7	98	2	-12	105	21	-4	5	-32
COC(=O)/C=C/c1ccc2c(c1)S(=O)(=O)N(Cc1ccc(OC)cc1)[C@H]2CC(=O)OC	0.4	95	nt	nt	90	nt	0	nt	nt
Cc1ccc(-n2c(=O)c3c4c(sc3n3c(=S)[nH]nc23)CCC4)cc1	-0.4	98	5	2	94	-32	-7	-13	-3
CSc1cccc(-n2cc(-c3ccc4c(c3)OCO4)[nH]c2=O)c1	3.0	90	29*	12	100	27	-4	-3	-6
CN(C)C(=O)c1ccc(=O)n(Cc2ccc(Cl)cc2Cl)c1	-1.3	111	2	5	101	20	4	-1	-6
COc1ccc(-c2noc(CNC(=O)Nc3ccc(F)cc3)n2)cc1	0.7	90	-8	6	95	56	-7	-9	4
CSc1nc(C)cc(OCC(=O)N/N=C/c2ccccc2O)n1	3.3	101	-3	15	101	-3	1	-1	-13
CC1=CC(C)(C)Nc2ccccc21	1.1&0.3	99	5	-4	101	9	4	-8	1
CC1CCc2c(sc3nc4n(c(=O)c23)CCS4)C1 (stereo not given)	-1.0	97	8	-6	99	7	1	13	-6
CC(C)CNS(=O)(=O)c1ccc(S(=O)(=O)N2CCN(CCC#N)CC2)cc1	-1.1	98	5	31	95	-6	-6	15	3
COc1ccc(N(CC(=O)NC2CCCCC2)C(=O)CNC(=O)c2cccs2)cc1	3.6	104	-5	4	105	32	3	-13	-32
COc1ccc(-n2nc(N)c(C(N)=O)n2)cc1	-0.4	99	-4	21	102	-5	-2	-1	-16
Cc1nn2c(-c3ccc(F)cc3)ccnc2c1Br	-2.5	97	-4	20	98	20	4	-10	-12
CCOCCCN(C(=O)c1snc(C(N)=O)c1N)C(C(=O)NC(C)(C)C)c1ccc(Cl)cc1 (stereo not given)	-2.7	110	5	4	108	-13	7	-18	-36
O=C1NC(=S)N/C1=C/c1ccc2ccccc2c1	-0.4	102	6	-11	102	34	8	5	3
CCOC(=O)C(=Cc1ccc(-n2ccnc2)cc1)C(=O)OCC	-1.1	99	-12	16	105	5	-2	0	-6
COc1ccc2c(ccn2S(=O)(=O)c2ccccc2)c1	-1.2	102	-2	14	101	14	0	-1	-8
COC(=O)/C=C/c1cc(F)ccc1S(=O)(=O)NC(C)(C)C	0.1	98	nt	nt	102	nt	-1	nt	nt
CCC1CN(C(=O)N2CCC(C(=O)NCc3ccc(C)o3)CC2)c2cc(C)ccc2O1 (stereo not given)	3.6	96	-9	21	101	22	4	-8	-52
CN(C)/C=N/c1nc2nccc(-c3ccccn3)n2n1	-0.2	97	1	13	100	53	0	-8	1
Additional compounds follow:
SMILES	OXTR agonist	MEKK2 WT-MEK5	PfM18AAP inh	NALP1 inh	MEKK3 PB1 HTS	PHOSPHO1 inh	MEKK2 mut-MEK5	GPR7 antagonist	DNA FID counter
CN(C)C(=O)/C(=C\c1ccc(-c2cccc([N+](=O)[O-])c2)o1)NC(=O)c1ccccc1	-1.7	101	0	-3	99	42	-5	-2	-33
Cc1ccc2cc(CN(C)C(=O)C3CCCO3)c(=O)[nH]c2c1 (stereo not given)	-0.4	101	-3	-13	100	-10	-2	1	-1
Cc1ccc(C(C)(C)C)c(SCC(=O)Nc2nnc(C)s2)c1	-0.6	97	4	-12	99	-19	-1	-22	-28
CC(=O)c1cccc(N2C(=NC(=O)CCc3ccccc3)SC3CS(=O)(=O)CC32)c1 (stereo not given)	3.0	102	-11	11	101	34	-1	-7	-33
CN1CCN(S(=O)(=O)c2cccc(C(=O)Nc3sc4c(c3C(N)=O)CCCC4)c2)CC1	0.1	106	12	18	106	70*	5	-6	4
CC(C)(C)NC(=O)/C=N/O	1.1	96	-2	24	101	2	19	-9	2
Cc1ccc2c(c1)Oc1ccc([N+](=O)[O-])cc1C(=O)N2	-1.1	93	-6	10	99	-20	-3	2	6
COc1cc(NC(=O)CSc2nnc(Cn3nnc4ccccc43)n2C)cc(OC)c1	-1.6	97	0	-1	89	-1	6	-6	-12
COc1ccc(Cl)cc1NC(=O)CSc1nnc(CNC(=O)c2ccco2)o1	1.0	118	1	19	108	-8	10	5	-6
COc1ccccc1CNC(=O)c1ccccc1C(=O)NC(C)(C)C(=O)NCc1ccccc1OC	3.4	108	2	6	100	18	2	-7	-45
COc1ccc2nc(NC(=O)c3ccc(-n4nc(C)cc4C)cc3)sc2c1	0.2	98	0	26	89	-14	-2	-21	-3
O=C(NNC(=O)c1cc2ccccc2oc1=O)c1ccccc1	-0.4	104	25	11	99	-15	-3	-2	0
COc1ccc(NC(=O)NN2CCN(C)CC2)cc1OC	0.2	104	-12	12	101	15	5	-12	-3
CC(C)(C)n1nnnc1CN1CCN(C(c2ccccc2)c2ccccc2)CC1	-2.1	103	-3	20	113	-1	5	-13	-7
COc1ccc(C(=O)N/N=C(\C)CC(=O)Nc2ccc(Cl)cn2)cc1	-0.9	110	-14	25	107	4	17	-13	-16
CC(C)CS(=O)(=O)C1=NN2C(=N)/C(=C\c3ccc(OC(=O)c4ccco4)cc3)C(=O)N=C2S1	0.8	90	11	2	95	33	-3	43*	10
CCOC(=O)C1=C(C)N(CCCC(=O)O)C(=O)NC1c1ccccc1OC(=O)c1cccs1 (stereo not given)	1.1	102	nt	nt	105	nt	0	nt	nt
CCOC(=O)Nc1ccc2c(c1)N(C(=O)CCN1CCN(CCO)CC1)c1ccccc1CC2	0.1	102	3	5	97	-1	0	-7	8
COc1ccccc1N1C(N)=NC(N)=NC12CCCCC2	nt	101	-1	6	100	nt	-2	-9	-7
Cc1nc2ccccc2c(=O)n1/N=C/c1cccs1	-1.9	98	-1	-8	107	7	-2	-9	0
Cc1sc2ncn(CC(=O)NCc3ccco3)c(=O)c2c1-c1ccc(F)cc1	2.9	97	4	6	99	-3	-1	11	-5
CCCCN(CCCC)CCCNC(=O)C12CN(Cc3ccccc3)CC1C(c1cccc([N+](=O)[O-])c1)=NO2 (stereo not given)	2.5	112	3	33	95	-8	5	2	12
CCOC(=O)C1C(=O)NC(N2CCOCC2)=NC1c1ccco1 (stereo not given)	1.0	114	-3	12	115	-15	9	-10	5
N/C(=N\OC(=O)Cc1ccccc1)c1cccc(Br)c1	-0.1	88	-10	6	96	-6	-18	-2	-1
COC(=O)c1ccc(CSc2nncn2N)cc1	0.2	90	-11	-8	85	23	-6	-16	2
Nc1c(Cl)cc(-c2csc(N3CCCC3c3nc4cc(Cl)c(Cl)cc4n3CCOCCO)n2)cc1Cl (stereo not given)	-1.3	94	24	2	102	-2	-2	-2	-17
O=C(O)c1ccc(S(=O)(=O)c2ccc3c(c2)C(=O)N(c2ccc(Br)cc2)C3=O)cc1	-0.2	94	-2	-2	96	40	-1	-10	-14
CO[C@H]1C=CO[C@@]2(C)Oc3c(C)c(O)c4c(O)c(c(C=NN5CCN(C)CC5)c(O)c4c3C2=O)NC(=O)C(C)=CC=C[C@H](C)[C@H](O)[C@@H](C)[C@@H](O)[C@@H](C)[C@H](OC(C)=O)[C@@H]1C	-0.1	87	15	51	77	-26	1	-4	-30
Cc1cc(=O)[nH]c(N/N=C/c2c(F)c(F)c(F)c(F)c2F)n1	-0.2	106	8	-1	106	-3	9	-5	-8
